FLuc inhib CS = firefly luciferase enzyme inhibitors, primary screen, artefact control for luciferase-based inhibitor screens, biochemical, luminescence, ATPLite. actives 1.5% (n = 200,000). AID 1006, 2008. inhibition, % at 10 µM. Luciferin 4-monooxygenase (Photinus pyralis), P08659. 10 min;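 active = inhibition above about 50% when tested at 10 µM, limit read from the data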
Target sequence (P08659 whole entry, looked up): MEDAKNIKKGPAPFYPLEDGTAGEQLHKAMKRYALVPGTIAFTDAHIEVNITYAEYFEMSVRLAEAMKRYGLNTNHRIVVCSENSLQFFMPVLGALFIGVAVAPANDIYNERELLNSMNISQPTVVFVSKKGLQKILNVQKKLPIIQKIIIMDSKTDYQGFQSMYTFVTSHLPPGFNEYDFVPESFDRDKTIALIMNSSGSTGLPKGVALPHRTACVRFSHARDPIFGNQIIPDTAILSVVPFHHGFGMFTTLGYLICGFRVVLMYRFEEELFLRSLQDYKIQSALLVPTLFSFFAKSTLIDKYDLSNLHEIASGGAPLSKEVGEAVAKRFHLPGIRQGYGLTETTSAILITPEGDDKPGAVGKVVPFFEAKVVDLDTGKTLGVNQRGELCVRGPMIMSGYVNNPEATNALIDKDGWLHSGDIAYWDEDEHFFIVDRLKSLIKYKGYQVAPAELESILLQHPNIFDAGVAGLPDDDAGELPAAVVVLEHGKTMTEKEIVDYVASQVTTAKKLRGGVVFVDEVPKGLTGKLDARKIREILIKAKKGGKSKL
STAT3 act = IL-6 driven STAT3 reporter potentiators, primary screen, U3A cells, luciferase, luminescence, MLSCN library | actives 0.91% (n = 190,000) | AID 871, 2007 | IL-6 STAT3-luciferase reporter; 100% = signal with IL-6 EC80 alone | activation (% of control), % at 5.6 µM;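 active = activation above the screen-wide mean of compound activation plus 3 SD, cut at about 130% in these data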;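 also: 0% = background luminescence of wells with medium and substrate only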
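System – human U3A cells carrying STAT3-luciferase construct · Probe or stimulus – Interleukin-6, 33 ng/mL · Schedule – compound 1 h, then IL-6 6 h at 37 °C · Signal – luminescence from STAT3-driven luciferase reporter · Evaluation – percent of IL-6-only median luminescence · Benchmarks – IL-6-only high control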
APP transl inh = inhibitors of APP translation via 5'UTR reporter, primary screen, APP 5'UTR luciferase, SH-SY5Y cells. SH-SY5Y APP 5'UTR-luciferase reporter, luminescence. inhibition, % at 2 µM. actives 0.82% (n = 190,000);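 active = inhibition above a set limit, derived from the sample mean plus 3 SD, cut at about 45% in these data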; also: values of inactives mirror those of a sister screen read the other way
Hsp70 act = Hsp70 transcriptional activators, primary screen, cell-based, HeLa, Hsp70 promoter luciferase, luminescence, 10 µM; HeLa Hsp70 promoter luciferase reporter; scaled: vehicle 0, proteasome-inhibitor control 100%; activation, % at 10 µM; actives 0.04% (n = 200,000); AID 1203, 2008;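 active = activation above the mean across all tested compounds plus 3 SD, cutoff set per campaign, cut at about 5.5% in these data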;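 also: 100% = MG132 at 30 µM as the positive control and 0% = DMSO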
APP 5'UTR act = activators of APP 5'UTR luciferase reporter, primary screen, SH-SY5Y cells; SH-SY5Y APP 5'UTR luciferase reporter, luminescence; zero percent = DMSO vehicle wells; activation, % at 2 µM; actives 1% (n = 190,000); AID 1276, 2008;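 active = activation above a set limit, based on mean plus 3 SD of controls, cut at about 140% in these data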; also: values of inactives mirror those of a sister screen read the other way
STAT1 blocker = STAT1 signaling inhibitors, primary screen, cell-based, HTS, luciferase reporter; inhibition, % at 5.5 µM; NIH 3T3 STAT1-luciferase reporter, IFN-gamma, luminescence; actives 0.35% (n = 200,000);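 active = inhibition above a set limit, the mean inhibition across all tested compounds plus 3 SD, cut at about 34% in these data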;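 also: 0% = IFN-gamma with DMSO and 100% = IFN-gamma with 300 µM nifuroxazide; values of inactives mirror those of a sister screen read the other way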
STAT1 activator = STAT1 signaling activators, primary screen, cell-based, HTS, luciferase reporter. activation (% of control), % at 5.5 µM. actives 2.6% (n = 200,000). NIH 3T3 STAT1-luciferase reporter, IFN-gamma, luminescence; 100% = IFN-gamma alone, no compound;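 active = activation above the screen-wide mean activation plus 3 SD, cut at about 130% in these data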;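 also: raw ratio to IFN-gamma control signal so 100% means no change and 0% no light; values of inactives mirror those of a sister screen read the other way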
STAT3 blocker = IL-6 driven STAT3 reporter inhibitors, primary screen, U3A cells, luciferase, luminescence, MLSCN library; IL-6 STAT3-luciferase reporter; host cell line lacks STAT1; inhibition, % at 5.5 µM; actives 0.89% (n = 190,000);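 active = inhibition above the mean inhibition across all screened compounds plus 3 SD, cut at about 44% in these data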;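 also: 0% = DMSO only wells and 100% = 100 µM nifuroxazide control wells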
NF-kB neuron act = activators of NF-kB expression in neurons, primary screen, cell-based, HTS. fold change at 12.5 µM. human neuronal cells, NF-kB reporter expression; active compounds read high. AID 1239, 2008. actives 1.6% (n = 190,000); in the data active = fold change above about 3.3
RAM network inh = inhibitors of the yeast RAM network, primary screen, dse1pr::URA3 reporter, 5-FOA selection. S. cerevisiae dse1pr::URA3 reporter, 5-FOA growth OD615, 2 d; analog-sensitive cbk1-as2 kinase mutant strain. inhibition, % at 50 µM. actives 1.8% (n = 190,000);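 active = inhibition above a set limit, 3 SD over mean compound inhibition, cut at about 8.4% in these data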;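 also: 0% = DMSO-only wells with no growth and 100% = 10 µM 1-NA-PP1 full growth; inhibition rescues growth on 5-FOA so higher OD means more RAM inhibition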
Active calls of the source: *; x = not tested or not shown.

structure	FLuc inhib CS	STAT3 act	APP transl inh	Hsp70 act	APP 5'UTR act	STAT1 blocker	STAT1 activator	STAT3 blocker	NF-kB neuron act	RAM network inh
OCCN(Cc1ccccc1)Cc1ccccc1Cl	0	101	-5	-0.5	5	-6	106	0	1.2	-0.7
COc1ccc(C2NC(=S)NC3=C2CCc2ccccc23)cc1OC (stereo unspecified)	-4	99	1	-0.5	-1	-4	104	-4	0.9	2.7
C=CCn1c(Cc2cccs2)nnc1SCC(=O)NCc1ccco1	-8	97	7	-0.5	-7	-1	107	5	1	1.7
CC(=O)c1cnc(-c2ccccn2)s1	-1	129	-36	-0.1	36	-6	106	-35	1.2	1.8
O=C(Nc1ccc2c(c1)OCCO2)C(=S)NCc1ccccc1	18	101	-30	-0.3	30	-14	112	0	1.9	8.7*
O=C(CNCc1ccccc1Cl)NCc1ccco1	0	76	-11	0.6	11	5	94	34	0.99	1.6
Cc1c(C)n(Cc2ccccc2)c2ncnc(N)c12	-1	91	6	-0.5	-6	8	93	18	0.89	3.1
COc1ccccc1NS(=O)(=O)c1ccc(NC(=O)Cc2cccs2)cc1	-13	109	-7	-0.3	7	0	100	-10	1.3	5.3
Cc1cccc(Oc2c([N+](=O)[O-])c(=O)n(C)c3ccccc23)c1	-3	132	13	-0.3	-13	7	91	-33	1	2.2
Cc1cc(C)cc(OC(=O)C23CCC(C)(C(=O)O2)C3(C)C)c1 (stereo unspecified)	-4	100	-6	0.1	6	1	99	6	x	-1.3
Cc1cc(-c2nnc(CCC(=O)N3CCN(Cc4cccnc4)CC3)o2)c(C)o1	-4	97	-2	0.0	2	4	95	8	1.2	-0.3
O=C(NCCCc1ccccc1)c1cccc([N+](=O)[O-])c1	-2	94	-4	-0.5	4	-6	108	5	1.4	1.4
CC(=O)N(c1ccc2oc(=O)sc2c1)S(=O)(=O)c1ccccc1	-8	108	-1	0.4	1	-1	101	-9	1.1	0.7
COc1ccc(C(=O)O/N=C(\C)c2cnccn2)cc1	40	90	9	-0.2	-9	13	86	17	1	0.0
COC(=O)CSc1nnc(SCc2ccccc2)s1	8	101	-26	0.0	26	0	100	4	1	-1.5
Cc1cc(C)nc(NC(=O)c2ccc(Cl)c(Cl)c2)n1	1	93	21	-0.1	-21	3	97	15	1.2	0.3
Nc1ccc2c(c1)ncn2CCCn1cnc2cc(N)ccc21	-6	111	6	-0.1	-6	-8	107	-11	1	0.6
COc1ccc(Cl)cc1C(=O)NC(C)C	-5	97	-2	-0.1	2	-9	109	6	1.1	0.6
Cc1ccc(C(=O)NCC2CCCO2)cc1N1CCCC1=O (stereo unspecified)	3	104	6	0.0	-6	5	95	-2	0.92	0.3
CCOCCn1c(=NC(=O)/C=C/c2ccccc2Cl)sc2cc(NC(C)=O)ccc21	0	97	3	-0.3	-3	-6	105	-1	0.95	0.0
O=C(NC(C(=O)N/N=C/c1ccccc1)c1n[nH]c(=O)c2ccccc12)c1ccccc1 (stereo unspecified)	3	106	-9	0.3	9	-5	105	-6	1.2	1.1
Cc1ccc(CNCC(O)(c2ccccc2)c2ccc(Cl)cc2)cc1 (stereo unspecified)	-2	102	5	-0.3	-5	17	83	8	1.1	1.1
Cc1ccc(OCC(=O)Nc2cccc(S(=O)(=O)N3CCOCC3)c2)c([N+](=O)[O-])n1	-5	102	-19	-0.5	19	8	93	-1	1.1	2.7
Cc1ccc(C)c(-n2c(N)c(C(N)=O)sc2=S)c1	x	108	-9	-0.1	9	-2	102	-6	1.1	-0.1
CCOc1ccc(Oc2nc(NCC(C)C)nc(OC)n2)nn1	-7	96	-3	-0.2	3	-2	103	6	1.2	0.3
O=C(NC1CCCCC1)N1CCc2[nH]c3ccccc3c2C1	0	96	-4	-0.3	4	0	100	8	0.97	-0.4
Cc1nc2cc(C(=O)N3c4ccccc4CC3C)ccc2s1 (stereo unspecified)	-5	93	5	-0.2	-5	14	85	11	1.2	0.2
O=C(NCc1ccc2c(c1)OCO2)C1CCN(c2ccc(S(=O)(=O)N3CCCC3)cc2)CC1	-1	85	16	-0.2	-16	7	93	21	0.77	2.7
O=C1C(C2=NC(C(=O)O)C3C(=O)N(c4ccccc4)C(=O)C23)=C(O)c2ccccc21 (stereo unspecified)	15	97	5	-0.2	-5	0	100	11	1.5	3.9
CC1CCN(c2ccc(C(=O)N3CCOCC3)cc2[N+](=O)[O-])CC1	-6	97	23	0.2	-23	2	98	9	1.5	0.0
COc1cccc(C(=O)COc2cccc(NC(=O)c3cccc([N+](=O)[O-])c3)c2)c1	-1	99	-4	-0.2	4	-4	103	13	0.39	3.4
O=c1c(Cl)c(N2CCN(c3ccc(F)cc3)CC2)cnn1-c1nc2ccccc2s1	14	103	-91	0.0	91	-45	140*	0	1.5	3.6
O=C(Nc1ccc(C(F)(F)F)cc1)C1CC(=O)N(c2ccc3c(c2)OCCO3)C1 (stereo unspecified)	-11	95	1	0.2	-1	-3	103	12	0.79	1.6
C/C(CC1CC(COCCC(C)C)OC1=O)=N\NC(N)=S (stereo unspecified)	-8	109	1	-0.1	-1	-3	103	0	0.92	2.1
CC(=O)OCCCNc1cc(Sc2ccc(Cl)cc2)c2nonc2c1[N+](=O)[O-]	2	94	51*	0.0	-51	0	100	8	0.11	12*
O=c1nc(-c2ccccc2)cn[nH]1	-4	101	6	-0.3	-5	2	98	6	1.1	-0.4
CC(NC(=O)c1ccco1)C(=O)OCC(=O)c1ccc(Cl)s1 (stereo unspecified)	-4	103	-7	0.4	7	1	97	6	1.1	-0.3
COc1cc([N+](=O)[O-])ccc1NC(=O)CCN1C(=O)C2C3CCC(C3)C2C1=O (stereo unspecified)	-4	99	21	-0.3	-21	0	100	2	1.1	-0.3
CCN(CC(=O)Nc1ccc2c(c1)OCO2)Cc1nc2ccccc2c(=O)[nH]1	-4	98	-1	-0.2	1	5	95	8	1.1	0.9
Cc1ccc(C(=O)OCC(=O)NC2CCCCC2)s1	-4	110	-43	0.0	43	-9	107	-4	0.96	1.0

Marked active in STAT1 activator (from the list above):
| Molecule | FLuc inhib CS | STAT3 act | APP transl inh | Hsp70 act | APP 5'UTR act | STAT1 blocker | STAT1 activator | NF-kB neuron act | RAM network inh |
| --- | --- | --- | --- | --- | --- | --- | --- | --- | --- |
| O=c1c(Cl)c(N2CCN(c3ccc(F)cc3)CC2)cnn1-c1nc2ccccc2s1 | 14 | 103 | -91 | 0.0 | 91 | -45 | 140* | 1.5 | 3.6 |

(listing goes on)
structure	FLuc inhib CS	STAT3 act	APP transl inh	Hsp70 act	APP 5'UTR act	STAT1 blocker	STAT1 activator	STAT3 blocker	NF-kB neuron act	RAM network inh
Cc1ccc(NC(=O)COC(=O)c2ccccc2Cl)cc1S(=O)(=O)N(C)C	-6	103	-50	0.0	50	-18	119	1	1.2	5.8
Cc1ccc(-c2nc3cc(N)ccc3o2)c(C)c1	78*	68	-42	-0.1	42	-59	154*	40	4.9*	0.3
COC(=O)COC(=O)CC(CC(N)=O)c1ccccc1 (stereo unspecified)	-2	100	3	-0.1	-3	0	100	3	1.3	0.1
COc1ccc(CCNC(=O)C23CCC(C)(C(=O)O2)C3(C)C)cc1OC (stereo unspecified)	-10	110	-14	-0.3	13	4	97	-9	1.2	0.4
Fc1cccc(Cl)c1CSc1nnc2ccccn12	-4	102	-12	-0.2	12	-29	125	6	1	-0.2
N#Cc1c(-c2cccs2)nc(SCC(=O)c2cccs2)[nH]c1=O	-8	105	-6	0.1	6	13	89	-1	1.2	1.9
Cc1ccc(NC(=O)c2ccc(Nc3ccccc3F)nc2)cc1	3	103	x	-0.2	x	-14	112	-3	1.3	0.9
Clc1ccccc1OCc1nn2c(-c3ccncc3)nnc2s1	-6	96	-5	0.5	5	-8	108	9	0.97	0.5
O=C(OCc1cc2ccccc2[nH]c1=O)c1ccccn1	2	101	0	-0.1	0	-3	103	4	1.3	1.0
CC(C)COn1c(=S)[nH]c2ccccc2c1=O	6	78	14	-0.2	-14	3	97	29	0.84	0.5
O=C(Oc1ccccc1)c1ccc(-n2cnnn2)cc1	-6	94	-8	-0.4	7	-9	108	11	1.3	2.6
CCCCCC1CCC(C(=O)NNC(=S)NCC)CC1 (stereo unspecified)	-7	92	7	-0.3	-7	1	99	17	1.2	2.8
COc1cc(C=Nc2ccccc2C(=O)Nc2ccccc2)cc(OC)c1OC	-10	106	15	-0.3	-15	-5	104	-6	1.2	0.6
O=C(NC(=O)c1ccc(Cl)cc1)OC1CCCCC1	0	109	-10	0.0	10	-11	109	-10	0.98	0.6
COc1ccccc1OCCCC(=O)Nc1ccc(N2CCOCC2)cc1	0	100	5	1.3	-5	3	96	7	1	1.3
COc1ccc(C2N(c3ccc(OC)cc3)C(=S)N3CCCN23)cc1 (stereo unspecified)	-6	101	1	0.0	-1	1	99	3	1.2	1.1
O=C(c1ccc(COc2ccc3c(c2)CCC3)o1)N1CCN(c2ccccc2)CC1	x	109	-1	-0.2	1	-2	102	-6	x	x
CCOC(=O)c1ccc(CSc2nnc(-c3ccncc3)n2N)cc1	2	101	-8	0.1	8	-1	101	2	1.1	0.3
COc1ccc(C(=O)N2C(=O)c3ccc(N)cc3C2=O)cc1	7	100	-15	0.0	15	-11	110	6	1.1	0.6
CNC(=O)N1CCN(C(=O)NC)CC1	-11	104	12	-0.1	-12	0	100	-4	1.1	2.1
Cc1nc2nc[nH]n2c(=O)c1CCOC(=O)c1c(F)cccc1F	7	103	-9	-0.1	9	0	100	-2	1.1	0.7
Cc1noc(C)c1COC(=O)c1ccccc1NC(=O)c1ccco1	4	94	0	-0.2	0	0	99	12	0.91	0.0
Cc1cc(C)c2ccc(=S)[nH]c2n1	-2	97	-2	-0.1	3	-3	103	12	1.1	0.5
Cc1ccc(NC(=O)C2CC(=O)OC23CCOC(C)(C)C3)cc1 (stereo unspecified)	-11	101	13	-0.4	-13	-9	105	-1	0.89	2.1
NC(=O)C1(c2ccccc2)CCCN1C(=O)c1ccccc1Br (stereo unspecified)	-6	95	-5	-0.3	5	7	93	11	0.85	0.0
COc1ccc(Cl)cc1-n1c(C)cc(C(=O)O)c1C	-2	95	-20	-0.3	20	0	100	12	0.94	0.0
CN1CC(c2ccccn2)C2(SC(=S)N(Cc3ccccc3)C2=O)C12C(=O)Nc1ccccc12 (stereo unspecified)	-6	108	-6	0.1	6	9	92	-9	0.96	0.9

High-throughput results: PubChem, several laboratories
